# Compound activity (PubChem)
# L major viab: Leishmania major promastigote growth inhibition, primary screen. Leishmania major promastigotes, resazurin fluorescence viability. inhibition, % at 10 µM. hit rate 9% among 200,000. AID 1063, 2008; in the data active means inhibition above about 50%;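 further: promastigotes grown with compound for 44 hours at 28 °C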
# PMI act satM6P: human PMI activators, high substrate, primary screen, biochemical, fluorescence intensity, near-saturating mannose 6-phosphate; activation factor at 20 µM; coupled PMI enzyme assay, resazurin fluorescence, 20 min; hits give high values; 1 = untreated enzyme, 0 = substrate-free blank; Mannose-6-phosphate isomerase (Homo sapiens), P34949; hit rate 0.34% among 190,000;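 active means activation factor of 2 or more at 20 µM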
# Target sequence (P34949 whole entry, looked up): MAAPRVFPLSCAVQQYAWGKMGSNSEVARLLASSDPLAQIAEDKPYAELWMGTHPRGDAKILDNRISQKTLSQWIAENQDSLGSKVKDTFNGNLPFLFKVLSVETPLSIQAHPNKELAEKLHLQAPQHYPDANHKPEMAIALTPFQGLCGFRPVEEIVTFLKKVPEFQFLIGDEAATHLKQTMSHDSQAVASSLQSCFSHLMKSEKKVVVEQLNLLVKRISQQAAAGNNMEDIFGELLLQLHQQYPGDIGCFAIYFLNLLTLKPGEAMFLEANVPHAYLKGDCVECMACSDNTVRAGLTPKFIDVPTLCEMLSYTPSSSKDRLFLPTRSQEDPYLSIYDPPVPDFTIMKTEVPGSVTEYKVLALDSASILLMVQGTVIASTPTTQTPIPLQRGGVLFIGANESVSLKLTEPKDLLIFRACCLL
#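 Test system: Human PMI in coupled enzyme assay | Input: 15 ng/mL PMI | Medium: HEPES-buffered pH 7.4 with magnesium and detergent | Compound: One concentration, 20 µM, in 1% DMSO | Incubation: Enzyme reaction with compound 20 min at room temperature | Detection: Diaphorase-driven resazurin-to-resorufin fluorescence, excitation 544, emission 590 nm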
# RAM network inh: inhibitors of the yeast RAM network, primary screen, dse1pr::URA3 reporter, 5-FOA selection; S. cerevisiae dse1pr::URA3 reporter, 5-FOA growth OD615, 2 d; analog-sensitive cbk1-as2 kinase mutant strain; inhibition, % at 50 µM; hit rate 1.8% among 190,000;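 active means inhibition above a set limit, 3 SD over mean compound inhibition, cut at about 8.4% in these data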;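 further: 0% = DMSO-only wells with no growth and 100% = 10 µM 1-NA-PP1 full growth; inhibition rescues growth on 5-FOA so higher OD means more RAM inhibition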
# HMGR II inh: inhibitors of E. faecalis class II HMGR, primary screen, biochemical, Enterococcus faecalis; HMG-CoA reductase (Enterococcus faecalis, mvaE); purified E. faecalis HMGR, NADPH absorbance 340 nm kinetic; inhibition, % at 10 µM; hit rate 0.41% among 190,000; AID 1066, 2008;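 active means inhibition above a set limit, the median over all tested compounds plus 3 SD, cut at about 9.5% in these data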;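 further: enzyme runs in reverse so mevalonate oxidation gives rising NADPH absorbance; 0% = complete reaction with DMSO and 100% = background rate lacking mevalonate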
# S1P3 antagonist: S1P3 receptor antagonists, primary screen, cell-based. Sphingosine 1-phosphate receptor 3 (Homo sapiens), Q99500. CHO S1P3 NFAT-BLA reporter, FRET fluorescence, antagonist mode. inhibition, % at 4.98 µM. hit rate 0.27% among 170,000;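 active means inhibition above the plate cutoff, the mean inhibition of test wells on that plate plus 3 SD, cut at about 28% in these data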;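 further: cells challenged with S1P at its EC80 of 0.8 µM; blue over green emission ratio from cleaved BLA substrate after 4 h stimulation; 0% = S1P-stimulated wells and 100% = unstimulated DMSO-only wells; some compounds past the cut are filed as inactive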
# Target sequence (Q99500 whole entry, looked up): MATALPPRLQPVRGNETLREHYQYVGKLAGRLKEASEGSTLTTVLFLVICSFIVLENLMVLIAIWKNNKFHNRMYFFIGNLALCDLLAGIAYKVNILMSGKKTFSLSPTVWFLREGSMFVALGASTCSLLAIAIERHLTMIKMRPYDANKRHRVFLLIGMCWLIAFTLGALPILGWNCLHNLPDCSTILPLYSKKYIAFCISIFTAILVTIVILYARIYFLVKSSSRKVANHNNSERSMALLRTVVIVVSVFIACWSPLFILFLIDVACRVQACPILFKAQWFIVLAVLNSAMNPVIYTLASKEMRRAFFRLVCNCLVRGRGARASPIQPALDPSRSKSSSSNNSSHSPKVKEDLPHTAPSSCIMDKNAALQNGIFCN
# TNAP inh hiacc: human TNAP enzyme inhibitors, primary screen, biochemical, luminescent, high phosphate acceptor level, uHTS; Alkaline phosphatase, tissue-nonspecific isozyme (Homo sapiens), P05186; inhibition, % at 20 µM; purified TNAP, CDP-star luminescence, 1 M DEA; hit rate 0.03% among 200,000; AID 1135, 2008;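 active means over 50% inhibition of tissue-nonspecific alkaline phosphatase at 20 µM in the single-dose screen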;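 further: plate controls were DMSO wells for no effect and EDTA-quenched wells as full inhibition for full effect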
# TNAP inh noacc: human TNAP enzyme inhibitors, primary screen, biochemical, luminescent, no phosphate acceptor, uHTS; Alkaline phosphatase, tissue-nonspecific isozyme (Homo sapiens), P05186; purified TNAP, CDP-star luminescence, 30 min; inhibition, % at 20 µM; hit rate 0.26% among 200,000; AID 1012, 2008;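 active means tissue-nonspecific alkaline phosphatase inhibition above about 50% at 20 µM in the single-dose screen, limit read from the data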;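 further: 0% = DMSO negative control and 100% = EDTA positive control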
# PMI act: activators of human PMI, primary screen, biochemical, fluorescence intensity, near-Km mannose 6-phosphate; hit rate 0.005% among 190,000; activation factor at 20 µM; purified human PMI, coupled resazurin fluorescence, 20 min; hits give high values; 1 = vehicle control, 0 substrate-free wells;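 active means activation factor of 2 or more at 20 µM, relative to plate controls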
# Hsp70 act: Hsp70 transcriptional activators, primary screen, cell-based, HeLa, Hsp70 promoter luciferase, luminescence, 10 µM. HeLa Hsp70 promoter luciferase reporter; scaled: vehicle 0, proteasome-inhibitor control 100%. AID 1203, 2008. hit rate 0.04% among 200,000. activation, % at 10 µM;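 active means activation above the mean across all tested compounds plus 3 SD, cutoff set per campaign, cut at about 5.5% in these data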;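 further: 100% = MG132 at 30 µM as the positive control and 0% = DMSO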
# Redox H2O2 prof: compounds producing H2O2 with reducing agent – biochemical, NIH compound library profiling, artefact control for MLSCN library redox annotation, primary screen; activation, % at 10 µM; DTT-dependent redox cycling H2O2, phenol red/HRP absorbance; 100% = 100 µM peroxide control, 0% = buffer; hit rate 0.03% among 200,000;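 active means activation of at least 50% relative to the plate's high and low controls in the primary single-dose screen; inactive means activation below 50%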;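 further: compound incubated with DTT at 0.8 mM final as the reducing agent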
# The depositor's hits bear a star; nt = no result given.
SMILES	L major viab	PMI act satM6P	RAM network inh	HMGR II inh	S1P3 antagonist	TNAP inh hiacc	TNAP inh noacc	PMI act	Hsp70 act	Redox H2O2 prof
CCOc1ccc(/C(O)=C2/C(=O)C(=O)N(CCOCCO)C2c2ccccc2)cc1 (centres undefined)	-7.2	0.8	4.0	1.3	9.8	5.3	-3.7	0.9	0.4	-4.3
O=C(NC1(C(F)(F)F)NC(=O)N(C2CCCCC2)C1=O)c1cccs1 (centres undefined)	13.8	0.8	0.9	-8.1	-6.8	-2.1	-11.0	0.8	-0.1	2.5
Cc1ccc2c(c1)CCCN2C(=O)NC1CCCCC1	2.5	0.9	1.7	-3.3	-11.4	-9.6	-8.2	0.9	0.0	0.0
CCOC(=O)c1cccc(S(=O)(=O)N2CCOCC2)c1	-0.4	1.1	-0.1	-0.9	-9.1	3.5	-4.2	1	0.0	-0.9
COc1cc2c(cc1OC)CN(C(C)C(=O)Nc1ccc(NC(C)=O)cc1)CC2 (centres undefined)	-4.7	1.1	1.6	-5.5	nt	-14.0	-13.8	1.1	-0.3	-1.4
Cc1nn(CC(=O)OCC(=O)NC(C)c2ccccc2)c(C)c1[N+](=O)[O-] (centres undefined)	-4.0	1	-0.7	-3.9	2.6	-3.5	-7.3	1.1	0.0	-0.6
CCN(CC)S(=O)(=O)c1cccc(-c2n[nH]c(=S)n2C)c1	-5.0	1	3.4	-1.1	-16.4	-0.3	9.7	1	-0.2	-0.9
COc1ccc(COc2ccsc2C(=O)Nc2ccc(Cl)c(Cl)c2)cc1	-5.4	0.9	13.8*	-0.6	nt	-5.3	-10.1	0.9	-0.2	1.4
COc1n[nH]c2nncnc12	-4.4	1	-0.1	3.8	-22.3	-0.3	-2.7	1	0.3	2.1
Cc1ccc(Nc2nc(CSc3nnc(-c4ccncc4)n3C)cs2)cc1	2.0	1	0.7	-9.9	-14.7	-0.8	6.6	1	-0.1	0.3
O=[N+]([O-])c1ccc(Nc2ccc3ccccc3c2)nc1	-6.7	0.8	3.8	-2.2	nt	9.2	4.0	0.8	0.0	1.5
COc1ccc2cc3c(N)nn(C(=O)Cc4ccccc4OC)c3nc2c1	-4.6	1	3.5	0.2	-8.7	-6.5	-11.5	0.9	-0.3	-0.5
C/C(=N/NC(=O)c1ccc2c(c1)OCO2)c1cccc(NC(=O)C(C)(C)C)c1	-0.8	0.8	2.0	-1.9	nt	-4.9	-10.2	0.8	0.0	0.1
O=C(Nc1ccc(Br)cn1)c1cccc(-c2cc3ccccc3oc2=O)c1	-4.5	1.2	-0.4	2.0	1.2	-0.3	-1.4	1.1	0.4	0.4
O=C(NNC1=C(C(=O)C(F)(F)F)CCC1)c1cccnc1	1.8	1.3	1.0	-8.2	-11.9	2.0	11.6	1.3	-0.2	-2.2
O=C1c2ccccc2C(=O)N1CC(=O)N1c2ccccc2CCc2ccccc21	-2.0	0.9	2.1	-0.4	nt	-7.7	-1.0	1	-0.5	-0.9
COc1ccc(OC)c(/C=N/NC(=O)c2cc(-c3ccc(C)o3)nc3ccccc23)c1	29.3	1	0.5	-2.6	-4.3	-3.2	-2.6	1.1	0.0	0.0
O=C(NC1CC2CCCC(C1)N2Cc1ccco1)NC12CC3CC(CC(C3)C1)C2 (centres undefined)	89.1*	1	0.2	-4.9	-11.1	-10.2	-27.0	1	-0.4	0.6
O=C(CN1CCN(c2ccccc2)CC1)Nc1cccc([N+](=O)[O-])c1	-7.5	0.9	1.8	-6.7	-16.1	-1.9	0.0	1	-0.2	-0.4
C/C(=N\Nc1ccc(S(=O)(=O)N2CCOCC2)cc1[N+](=O)[O-])C(C)C	-0.8	0.9	0.6	1.3	-13.8	6.4	-2.3	0.9	0.0	-2.6
C/C(=N\NC(=O)CC1N=C(Cc2ccccc2)NNC1=O)c1ccc(C)cc1 (centres undefined)	7.0	1.1	1.5	-2.6	nt	-3.8	-8.3	1	0.2	1.6
O=C(O)c1cccc(NC(=S)N/N=C/c2ccccn2)c1	-2.1	1.1	2.5	-1.7	-18.3	-2.1	-68.8	1.1	-0.4	-2.0
O=C(Nc1nnc(COc2ccc(Cl)cc2)s1)C1CCCO1 (centres undefined)	-1.1	1	0.9	-1.9	-5.2	0.9	12.9	0.7	-0.2	-0.3
CCOC(=O)c1sc(NC(=O)CSc2nc3c(c(-c4ccc(OC)cc4)c2C#N)CCCC3)c(C#N)c1C	-5.2	0.9	2.2	nt	nt	-6.2	-6.0	0.9	-0.3	-3.5
CCOC(=O)Cn1nnnc1C(CC)N(Cc1cc2ccc(C)cc2[nH]c1=O)C1CCCC1 (centres undefined)	20.2	0.9	3.5	-4.5	-32.8	-6.0	-5.8	0.9	0.2	-0.5
Cc1ccc(OCc2ccc(C(=O)Nc3nc4ccccc4n3C)o2)c([N+](=O)[O-])c1	38.9	0.9	5.2	0.2	-5.4	0.6	-13.0	1	-0.2	-0.1
COc1ccc(N2CCN(C(=S)Nc3ccc(C)cc3)CC2)cc1	-5.0	0.9	3.4	0.6	3.0	-5.8	-7.8	0.9	-0.4	-0.7
CCOCCCn1cnc2c([nH]c3cc(OC)ccc32)c1=O	2.6	1	2.5	-2.3	nt	-1.7	-10.9	1	-0.1	-2.9
COC(=O)c1cccc(NC(=O)CSc2nc(=O)cc(N)n2-c2ccccc2)c1	-1.3	1	2.0	-2.1	-30.4	-3.2	-10.5	0.9	0.0	0.1
Cn1cc(CNC(=O)C2c3ccccc3Oc3ccccc32)cn1	0.8	1.2	4.4	-1.3	-37.0	-2.8	-2.0	1.2	0.0	1.1

# Random excerpt: 2 records from the list, in no set order.
SMILES	L major viab	PMI act satM6P	RAM network inh	HMGR II inh	S1P3 antagonist	TNAP inh hiacc	TNAP inh noacc	PMI act	Hsp70 act	Redox H2O2 prof
CCOC(=O)Cn1nnnc1C(CC)N(Cc1cc2ccc(C)cc2[nH]c1=O)C1CCCC1 (centres undefined)	20.2	0.9	3.5	-4.5	-32.8	-6.0	-5.8	0.9	0.2	-0.5
CCOc1ccc(/C(O)=C2/C(=O)C(=O)N(CCOCCO)C2c2ccccc2)cc1 (centres undefined)	-7.2	0.8	4.0	1.3	9.8	5.3	-3.7	0.9	0.4	-4.3

# Other structures follow:
SMILES	L major viab	PMI act satM6P	RAM network inh	HMGR II inh	S1P3 antagonist	TNAP inh hiacc	TNAP inh noacc	PMI act	Hsp70 act	Redox H2O2 prof
O=C(COc1ccc(Cl)cc1)NCc1nnc(SCC(=O)NCC2CCCO2)o1 (centres undefined)	-8.4	1.1	0.4	-2.5	-8.4	-2.4	-6.8	1.1	-0.2	-0.4
Cc1ccc(NC(=S)N2CCN(C(=O)c3ccccc3)CC2)c(C)c1	-4.0	1	1.1	2.3	5.2	-4.3	-1.8	1	-0.1	-0.6
C/C(=N\NC(=O)c1cccnc1)c1ccc(C)c([N+](=O)[O-])c1	12.1	0.9	1.6	2.3	-0.9	-3.3	-9.5	1	-0.1	-0.3
O=c1oc(-c2cc3ccccc3o2)nc2sc3c(c12)CCCC3	7.3	0.9	3.7	-4.7	-17.6	1.2	-5.0	0.9	0.1	0.2
COc1cc(/C=N/NC(=O)c2cccnc2)ccc1OCC(=O)Nc1c(C)cc(C)cc1C	54.2*	1	0.0	-2.8	0.5	-4.3	-3.7	1	0.0	nt
COc1ccc(N2Cc3ccccc3C2=NC(=O)c2cncc(Br)c2)cc1	2.2	0.8	0.5	-0.3	-2.2	-4.2	-6.4	1.5	0.1	-1.6
CCc1ccc(NC(=O)COc2ccc(/C=C(/C#N)c3nc4ccccc4[nH]3)cc2OC)cc1	2.4	1	-0.1	3.0	-13.2	4.2	17.6	1.1	-0.3	0.4
S=C(NCc1ccccc1)N1CCN(c2cccc(Cl)c2)CC1	5.4	0.9	8.5*	-15.8	-18.6	-2.2	-16.3	0.8	-0.2	0.8
CCCCOc1ccc2c(c1)/C(=C(\C(Cl)=C(Cl)Cl)[N+](=O)[O-])N2	8.6	1.1	0.8	-4.5	-26.6	-5.0	-13.2	1.2	-0.4	0.0
COC(=O)c1c(NC(=O)CSc2ccccc2N)sc(C)c1C	6.5	0.9	-0.2	1.0	1.0	-4.8	-15.7	0.9	-0.4	-0.4
O=C(O)CN(C1CCCCC1)S(=O)(=O)c1ccc(F)cc1	-3.1	1.2	-0.6	-6.2	4.0	-4.7	-12.7	1.2	-0.2	-1.1
Cc1nn(C(=O)CCCC(=O)n2nc(C)c(Cl)c2C)c(C)c1Cl	-9.2	nt	nt	nt	5.2	nt	nt	nt	0.4	3.5
Cc1nn(CCC(=O)NNC(=S)Nc2ccc([N+](=O)[O-])cc2)c(C)c1[N+](=O)[O-]	-9.1	0.9	5.0	-14.8	-3.9	5.4	-107.1	0.9	0.0	0.3
O=C(CS(=O)(=O)c1ccccc1)N1CCCCCC1	1.1	1	3.0	-1.8	-33.3	-6.2	-11.5	0.9	0.2	3.1
Cn1c(=O)c2c(nc(CN3CCc4ccccc4C3)n2Cc2ccc(Cl)cc2)n(C)c1=O	-1.5	0.9	-0.4	8.2	-16.6	0.7	-4.5	0.9	-0.3	2.2
COC(=O)C(NC=O)C(O)(Cc1ccccc1)C(F)(F)F (centres undefined)	-9.4	1	2.1	-2.0	-4.5	-4.3	-9.2	1	-0.4	-0.5
Cc1ccc(-c2nn[nH]n2)cc1	-5.3	0.9	-1.3	0.6	-1.7	-0.2	-5.2	0.9	-0.3	1.8
COc1cnc(-c2ccccn2)nc1N(C)C	100.0*	1.1	1.8	-0.3	21.4	-1.5	-30.0	0.9	-0.4	-1.9
CCOC(=O)C1CCN(C(=O)COc2cccc(C)c2)CC1	-2.0	0.9	0.2	-8.8	-17.4	-7.1	-14.5	0.9	0.0	-1.8
CCNS(=O)(=O)c1c(C)cc(C)c(N(C)S(=O)(=O)c2ccccc2)c1C	6.2	0.9	-0.9	-3.3	-11.1	-5.5	-9.3	0.9	-0.4	0.1
CCOC(=O)CC(=O)CSCC(=O)Nc1ccc(C)cc1	-3.0	1	-1.1	0.7	-27.6	-4.9	-17.8	0.9	0.0	-5.7
CCNC(=O)N1CCCC(C(=O)c2ccc(OC)c(OC)c2)C1 (centres undefined)	-5.0	0.9	1.2	-7.4	-0.4	1.7	-2.0	1	0.0	0.1
